High-throughput results deposited in PubChem by National Center for Advancing Translational Sciences (NCATS).
ALOX12 inh – Primary qHTS assay for inhibitors of human arachidonate 12S-lipoxygenase (ALOX12): Round 2 | hit rate 1.1% among 580,000 | purified 12hLO, xylenol orange hydroperoxide absorbance | Potency, µM (titrated, usually from 108 µM), for inactives: at the top dose activity change, negative = inhibition, most hits filed as inhibitors | AID 1671190, 2021; active means well fitted inhibition curve with a large enough effect; inconclusive means small, poorly fitted or top-dose-only effect, or another doubt; inactive means no such curve, though single readings can be large or run the other way
Target sequence (P18054 whole entry, looked up): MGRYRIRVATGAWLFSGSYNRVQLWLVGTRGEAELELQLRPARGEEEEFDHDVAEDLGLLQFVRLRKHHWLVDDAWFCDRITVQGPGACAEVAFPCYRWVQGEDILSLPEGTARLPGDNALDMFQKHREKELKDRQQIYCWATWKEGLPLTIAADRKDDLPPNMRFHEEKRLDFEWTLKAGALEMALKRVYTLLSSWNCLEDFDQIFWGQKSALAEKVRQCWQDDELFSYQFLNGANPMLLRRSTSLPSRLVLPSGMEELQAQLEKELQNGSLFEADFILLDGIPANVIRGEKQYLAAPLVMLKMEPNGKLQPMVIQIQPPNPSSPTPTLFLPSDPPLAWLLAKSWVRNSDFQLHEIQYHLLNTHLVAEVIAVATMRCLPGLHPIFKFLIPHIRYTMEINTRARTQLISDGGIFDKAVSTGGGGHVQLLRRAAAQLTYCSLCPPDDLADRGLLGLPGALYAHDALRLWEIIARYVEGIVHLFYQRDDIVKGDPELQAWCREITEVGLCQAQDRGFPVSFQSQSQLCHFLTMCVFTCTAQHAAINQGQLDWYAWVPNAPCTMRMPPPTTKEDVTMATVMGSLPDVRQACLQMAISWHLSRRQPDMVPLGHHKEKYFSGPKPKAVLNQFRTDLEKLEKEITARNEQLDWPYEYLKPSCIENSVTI
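Purified human 12hLO at 150 nM in 25 mM Hepes, 0.01% Triton X-100, pH 7.0, preincubated 15 min at room temperature with compound. Reaction started with 40 uM arachidonic acid, 30 min at room temperature. Hydroperoxide measured by Fe-xylenol orange, 573/405 nm absorbance ratio.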
* = called active by the depositor; ? = inconclusive; [ ] = dose if it differs, or a comment. On the % scale 0 is the no-effect control and ±100 the full control effect; potency means the concentration at half of the fitted maximal effect.

ALOX12 inh | Molecule
24% | O=C(NCC1Cn2cccc2C(=O)N1Cc1ccccc1)c1n[nH]c(=O)c2ccccc12 (stereo not drawn)
-14% | COC(=O)CC(NC(=O)CNC(=O)c1ccc(N2CCCC2=O)cc1)c1ccccc1Cl (stereo not drawn)
7% | COc1ccc(-c2cc(N3CCN(C(=O)c4cccc(C)c4)CC3)n[nH]2)cc1
40%[activator] | CSCc1ccc(C(=O)N2CCCC(c3nccn3CC3CC3)C2)o1 (stereo not drawn)
? | CN(C)C(=O)c1cccc(NC(=O)/C=C/c2ccccc2)c1
-2% | Cc1ccc(C)c(C(=O)CCC(=O)N2CCc3sccc3C2c2cccs2)c1 (stereo not drawn)
? | COC(=O)C1=C(C)N(Cc2ccc(C(F)(F)F)cc2)C(=NCc2ccc(C(F)(F)F)cc2)NC1c1ccc(F)cc1 (stereo not drawn)
? | N#Cc1cn(C2CC2)c(=O)n(Cc2coc(-c3cccc(Cl)c3)n2)c1=O

The final two entries of the section before lead into the next.
ALOX12 inh | Molecule
? | COC(=O)C1=C(C)N(Cc2ccc(C(F)(F)F)cc2)C(=NCc2ccc(C(F)(F)F)cc2)NC1c1ccc(F)cc1 (stereo not drawn)
? | N#Cc1cn(C2CC2)c(=O)n(Cc2coc(-c3cccc(Cl)c3)n2)c1=O
39%[activator][176 µM] | O=C1CC2(CCN(Cc3ccccc3)CC2)Oc2ccccc21
3% | O=C(Nc1ccc(S(=O)(=O)NC2CCCCC2)cc1)C1c2ccccc2Oc2ccccc21
18% | COC(=O)[C@H](NC(=O)[C@@H]1[C@@H](NC(=O)Nc2cccc(OC)c2)CCN1C(=O)CSC)C(C)C
16% | Cc1ccc(CN(C)C(=O)NC(c2ccc3c(c2)OCCCO3)C(C)C)c(C)c1 (stereo not drawn)
11% | CCCn1c(C)c(CC(=O)NCC2CCCOC2)c2c1CC(C)(C)CC2=O (stereo not drawn)
45%[activator] | COC1CCOC2(CCN(C(=O)c3cnccn3)CC2)C1 (stereo not drawn)
0% | CCOC(=O)c1cnc2c(C)cccc2c1Nc1ccc(C(C)=O)cc1
41%[activator][176 µM] | COc1cccc(NC(=O)c2cnc3n[nH]c(-c4ccc(OC)cc4C)c3n2)c1

The list continues.
ALOX12 inh | Molecule
? | COCc1cc(CNC(=O)C2(Oc3ccc(Cl)cc3)CCNCC2)[nH]n1
44%[activator] | O=C(NCCn1cccn1)c1ccc(S(=O)(=O)N2CCC(O)C2)cc1 (stereo not drawn)
25% | COC(=O)C1=C(C)N=C2SC=C(CC(=O)NCC3CC3)N2C1c1cccc([N+](=O)[O-])c1 (stereo not drawn)
14µM* | COc1ccc(S[C@]2(c3nc(C)no3)CC(=O)N(c3ccc(OC)cc3)[C@@H]2c2ccc(OC)cc2)cc1
-18% | C[C@@H](NS(=O)(=O)c1c(F)cccc1F)c1ccccc1
44%[activator] | Cc1ncc(CN2CCC(N3CCC(C(=O)NCc4ccccn4)CC3)CC2)s1
39% | CC(C)NC(=O)C1c2ccccc2C(=O)N(C2CCCC2)C12CCCC2 (stereo not drawn)
-1%[176 µM] | NC(=O)Cc1c[nH]c2ncc(-c3cccc(OC(F)(F)F)c3)cc12

Other compounds.
ALOX12 inh | Molecule
? | CCn1cc(C(=O)CSc2nnc(C)s2)c2ccccc21
3% | COCC(=O)N(C1CCOCC1)C1CCN(C(=O)c2ccsc2)CC1
-41%[176 µM] | CS(=O)(=O)N[C@H]1C[C@H]2C(=O)Nc3ccc(-c4ccc5c(c4)OCO5)cc3C(=O)N2C1
31%[activator] | O=C(/C=C/c1cccc(C(F)(F)F)c1)N1CCN(C(=O)C2CC2)CC1
6%[176 µM] | Cc1cc2ncc(C(=O)N3CCN(c4ncccn4)CC3)cn2n1
-2% | Cc1ccc(Oc2ccc(OCC(=O)Nc3ccncc3)cc2)cc1
-1%[6.33 µM] | CC(C)NC(=O)c1cc(-c2ccc([S+](C)(=O)[O-])cc2)c2cccn2n1
-7%[176 µM] | CN1C(=O)CO[C@H](c2ccc(NC(=O)c3ccc(-c4ccccc4)cc3)cc2)[C@H]1CO

The results go on:
ALOX12 inh | Molecule
-26%[176 µM] | Clc1cccc(CN2CC[C@H](c3nnc(-c4ccncc4)o3)C2)c1
12% | CCOC(=O)C1CCCCN1Cc1nc(N2CCN(C(C)=O)CC2)c2ccccc2n1 (stereo not drawn)
-11% | Cc1ccc(-c2c(NC(=O)c3cccc([N+](=O)[O-])c3)oc3ccccc3c2=O)cc1
17% | CCn1ncc(N2CCC(NC(=O)CC(C)C)CC2)cc1=O
14%[6.33 µM] | O=C1NCc2ccccc2CC12CCCN2Cc1cc(F)ccc1F (stereo not drawn)
47% | Cc1ccsc1C(=O)N1[C@@H]2CC[C@H]1CC(NC(=O)c1ccncc1)C2 (stereo partly drawn)
-66% | CCCOc1c(Cl)cc(C2C3=C(CCCC3=O)OC3=C2C(=O)CCC3)cc1OCC
64%[activator] | O=C(Nc1ccc(-c2nnc3n2CCCC3)cc1)c1ccc(F)cc1

Going on with the list:
ALOX12 inh | Molecule
36%[activator] | COc1ccc(Cc2nnc(SCC(=O)Nc3ccc(Br)c(C)c3)n2C)cc1
32% | CN1CCN(c2nc3c(c(=O)[nH]2)CCN(Cc2cn(C)c4ccccc24)CC3)CC1
50µM* | O=C(Cc1ccc2c(c1)OCCCO2)NC1CCCc2c1[nH]c1ccccc21 (stereo not drawn)
11%[176 µM] | CC1=C[C@@H](CNC(=O)c2ccncc2)[C@H](C(C)C)C[C@H]1CC(=O)N1CCN(C)CC1
17% | CCc1nc(-c2c3n(c(=O)n(CC(=O)Nc4ccc(C)c(F)c4)c2=O)CCCCC3)no1
8% | COc1ccc(CN2C[C@@]3(O)CC[C@@H](O)[C@@H](OC)[C@@H]3[C@@](C)(O)[C@@H]2CC=C(C)C)cc1
27%[176 µM] | O=C(c1ccco1)N1Cc2[nH]cnc2C[C@H]1c1nc(-c2ccc(F)cc2)no1
3% | COC(=O)CCNC(=O)CCC1CCCC1

Remaining list, next part.
ALOX12 inh | Molecule
74%[activator][176 µM] | CC(CN)(c1ccccn1)N1CCCC1 (stereo not drawn)
0%[6.33 µM] | COc1ccc(C(=O)N2CCC3(CC2)COc2ccccc2[S+](=O)([O-])N3)cc1
-3% | CC(Oc1ccc(F)cc1)C(=O)Nc1ccc(-c2nc3ccccc3o2)cc1 (stereo not drawn)
-21% | COc1ccc(-c2ccc3c(n2)CCCN3S(=O)(=O)c2ccccc2)cc1
33% | O=C1CC(c2ccccc2)N(S(=O)(=O)c2cccc(F)c2)CCCCCCN1 (stereo not drawn)
20%[176 µM] | C[C@@H](NC(=O)c1ccc(F)cc1)c1onc(-c2ccccc2)c1C(=O)O
-17% | Cc1ccc(C(=O)N(C)C2CCN(CCc3ccccn3)CC2)s1
1% | Cc1ccc(C(=O)NC2CCN(c3cc(-c4cccs4)[nH]n3)CC2)c(C)c1

The listing continues.
ALOX12 inh | Molecule
-12% | CC(=O)N1CCC(N2CC3(C2)C(=O)N(Cc2ccccc2F)C(=O)[C@@H]2C[C@@H](O)CN23)CC1
-15% | O=C(/C=C/N(C1CCCCC1)C1CCCCC1)C(F)(F)F
66%[activator] | O=C(NC1CC1)C1CCN(C2=NS(=O)(=O)c3ccccc32)CC1
31%[activator] | CC(=O)c1ccc(NC(=O)C(C)Oc2cccc(F)c2)cc1 (stereo not drawn)
7% | O=C(Cc1csc(-c2ccc(F)cc2)n1)Nc1ccnn1Cc1ccccc1Cl
23%[176 µM] | CN(c1ccccc1)c1cc(=O)c2ccnc(Nc3cccnc3)c2o1
? | O=C(N1CCOCC1)N1CCCC(c2nnc3n2CCNC3)C1 (stereo not drawn)
? | CC(=O)N[C@@H]1[C@H](O[C@@H]2c3ccc(c(Cl)c3)Oc3cc4cc(c3O[C@H]3O[C@H](CO)[C@@H](O)[C@H](O)[C@H]3NC(=O)CCCCCCCC(C)C)Oc3ccc(cc3Cl)C[C@H]3NC(=O)[C@H](N)c5ccc(O)c(c5)Oc5cc(O)cc(c5)[C@H](NC3=O)C(=O)N[C@H]4C(=O)N[C@H]3C(=O)N[C@@H]2C(=O)N[C@@H](C(=O)O)c2cc(O)cc(O[C@H]4O[C@H](CO)[C@@H](O)[C@H](O)[C@H]4O)c2-c2cc3ccc2O)O[C@H](CO)[C@@H](O)[C@@H]1O

3 compounds from above, arranged by the number in ALOX12 inh, falling:
ALOX12 inh | Molecule
7% | O=C(Cc1csc(-c2ccc(F)cc2)n1)Nc1ccnn1Cc1ccccc1Cl
-12% | CC(=O)N1CCC(N2CC3(C2)C(=O)N(Cc2ccccc2F)C(=O)[C@@H]2C[C@@H](O)CN23)CC1
-15% | O=C(/C=C/N(C1CCCCC1)C1CCCCC1)C(F)(F)F

(cont.)
ALOX12 inh | Molecule
13% | CC(c1cccs1)N(C)[S+](=O)([O-])c1cccc(C(F)(F)F)c1 (stereo not drawn)
37% | COc1cccc([S+](=O)([O-])N2CC(Oc3ccc(F)cc3C)C2)c1
2% | COCC1CN(CCc2ccc(F)cc2)S(=O)(=O)c2c(OCCN3C(=O)[C@@H]4[C@H](C3=O)[C@@H]3C=C[C@H]4C3)cccc2O1 (stereo partly drawn)
5% | COc1ccc(CC(=O)Oc2ccc3cc(Br)ccc3c2)cc1OC
-27% | O=C(Nc1ncc(Cc2ccc(Cl)cc2)s1)C1=Cc2ccccc2OC1
47%[activator] | COC1C(=O)N(c2cccc(F)c2)C12CCN(Cc1sccc1C)CC2 (stereo not drawn)
? | Cn1c(=O)c2c(ncn2CC(=O)Nc2ccc(Cl)cc2)n(C)c1=O
-48% | O=C(O)c1ccc(CSc2ccc(Cl)cc2Cl)cc1

New compounds follow
ALOX12 inh | Molecule
21%[176 µM] | COc1ccc(-c2ccc3ncc(Nc4cccc(O)c4)n3n2)cc1OC
9% | CC(CCc1ccccc1)NC(=O)CSc1nc2cc(Cl)ccc2s1 (stereo not drawn)
? | Cc1ccc(NC(=S)NNC(=O)C(c2ccccc2)c2ccccc2)c(C)c1
3% | Cc1ccc(-c2nc(CS(=O)(=O)CC(=O)NCCCSC3CCCCC3)c(C)o2)cc1
67%[activator] | CC(=O)N1C[C@@H]2CCCN3CCC[C@@H]([C@H]23)[C@H]1CCCC(=O)N(C)Cc1ccc(N2CCOCC2)cc1
? | CCOc1cc(C=O)cc(Br)c1OC(=O)c1ccc(OC)cc1
21% | Cc1cc(=O)n(CC(=O)Nc2ccc(Br)cc2)c(N2CCN(c3ccccc3)CC2)n1
-10% | COc1cc(/C=C/C(=O)OCC(=O)N(C2=CCCCC2)C2CC2)ccc1OC(F)F

Going on with the list:
ALOX12 inh | Molecule
6% | Cc1cn2nc(C(=O)N3CCC(NC(=O)c4ccc(C)c(F)c4)CC3)cc2c(=O)[nH]1
19% | COc1ccc(C2Cn3cnc(-c4nc(-c5ccsc5)no4)c3CO2)cc1 (stereo not drawn)
31% | CCc1noc(-c2cn(C3CCN(C(=O)c4ccc(F)c(F)c4)CC3)nn2)n1
6% | COc1ccc(CNC(=O)Nc2ccc(Br)c(C)c2)cn1
-1%[6.33 µM] | O=C(Cc1ccccc1)N1CCCC2(CC(c3ccccc3)=NO2)C1 (stereo not drawn)
0% | COc1ccc(C(=O)NC2CCN(c3cn[nH]c(=O)c3)CC2)c(OC)c1
? | CCCC(=O)Nc1ccc(-c2nc(NC(C)(C)C)sc2C)cc1
-22% | O=C(CCCc1nc2ccccc2s1)N1CCc2nc3cc(-c4ccccc4)[nH]n3c(=O)c2C1

Next part.
ALOX12 inh | Molecule
? | Cc1cc(C(=O)Nc2cccc(I)c2)c(C)o1
? | CCOc1cccc2cc(-c3nc(-c4ccccc4Cl)no3)c(=O)oc12
21% | COc1cc(OC)c2cc(C(=O)Nc3ccccc3)[nH]c2c1OC
1% | COC(=O)CNC(=O)c1cnn(-c2ncc3c(n2)-c2ccccc2CCC3)c1C1CC1
1% | Cc1ccc(C(=O)Nc2ccc3oc(=O)ccc3c2)cc1
-1% | Cc1ccc(S(=O)(=O)N2CCCCC2)cc1NCC(=O)N1CCN(C(=O)c2cccs2)CC1
113%[activator] | C[C@H]1[C@@H]2[C@@H](O)C([C@H](C)C(=O)NCCN3CCOCC3)CC[C@@]2(C)CC[C@@H]1NC(=O)CC(C)(C)C (stereo partly drawn)
? | O=C(c1ccc(Cn2cccn2)o1)N1CCC2(CCNCC2)CC1

Going on with the list:
ALOX12 inh | Molecule
10% | O=C(NC1CCCCC1)N1CCCC(c2noc(COc3ccccc3F)n2)C1 (stereo not drawn)
-8% | CS(=O)(=O)N1C[C@@H](COc2cccnc2)[C@H](c2ccccn2)C1
-23% | CCC(C)NCc1ccc(C)s1 (stereo not drawn)
54%[activator] | O=C1NC2(CCCN(Cc3cncs3)C2)COc2ccccc21 (stereo not drawn)
? | COc1ccc(S(=O)(=O)N2CCCCC2)cc1NC(=O)c1nn(CC(C)C)c(=O)c2ccccc12
76%[activator] | Clc1ccccc1C1Cn2cnc(-c3nc(-c4ccccn4)no3)c2CO1 (stereo not drawn)

Filtered by structure, those above with a furan ring, fused or not
ALOX12 inh | Molecule
40%[activator] | CSCc1ccc(C(=O)N2CCCC(c3nccn3CC3CC3)C2)o1 (stereo not drawn)
27%[176 µM] | O=C(c1ccco1)N1Cc2[nH]cnc2C[C@H]1c1nc(-c2ccc(F)cc2)no1
? | Cc1cc(C(=O)Nc2cccc(I)c2)c(C)o1
? | O=C(c1ccc(Cn2cccn2)o1)N1CCC2(CCNCC2)CC1

Some of the compounds tested, so the mix of outcomes need not match the whole.
